CHT allo act: human CHT allosteric activation; Q9GZV3; CHT-expressing cells, membrane potential dye, choline EC20; hits give high values; LV-AA mutant CHT in HEK293 cells; B-score at 10 µM; actives 0.49% (n = 310,000); AID 488977;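 active means initial fluorescence not abnormally high and integrated response B-score, plate-corrected, over 3 SD above library mean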
Target sequence (Q9GZV3 whole entry, looked up): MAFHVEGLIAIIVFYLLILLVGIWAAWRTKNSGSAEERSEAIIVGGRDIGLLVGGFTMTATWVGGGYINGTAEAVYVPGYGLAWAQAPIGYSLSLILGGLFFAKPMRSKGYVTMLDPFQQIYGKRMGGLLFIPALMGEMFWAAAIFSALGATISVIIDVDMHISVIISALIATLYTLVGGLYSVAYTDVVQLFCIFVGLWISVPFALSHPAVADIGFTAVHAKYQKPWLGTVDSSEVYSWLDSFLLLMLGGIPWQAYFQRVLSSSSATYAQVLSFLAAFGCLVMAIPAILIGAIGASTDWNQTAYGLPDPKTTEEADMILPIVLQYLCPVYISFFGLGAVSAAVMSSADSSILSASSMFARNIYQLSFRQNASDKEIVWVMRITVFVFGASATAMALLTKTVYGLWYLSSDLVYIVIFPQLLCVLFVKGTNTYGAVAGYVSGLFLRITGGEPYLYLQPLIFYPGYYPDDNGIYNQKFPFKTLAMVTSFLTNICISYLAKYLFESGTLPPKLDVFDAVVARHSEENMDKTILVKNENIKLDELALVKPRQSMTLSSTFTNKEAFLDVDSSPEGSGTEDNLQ
OX1R antagonist: blocks the human orexin 1 receptor | O43613 | CHO/OX1R cells, Fluo-8 calcium fluorescence, orexin A | inhibition, % at 5 µM | actives 0.43% (n = 330,000) | AID 434989;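 active means inhibition above its plate's threshold, mean inhibition of all tested compounds on the plate plus 3 SD, cut at about 37% in these data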;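 further: 0% = orexin A challenge wells and 100% = SB-334867-A antagonist wells; not every result past the cut was called active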
* marks the source's active call; other numbers are inactive results; i = inactive; & = joins results of further samples. Some of the compounds tested; count on the stated rates, not on these rows.

The opening 13 entries (preview)
1: CCN(CCCCOC(=O)c1ccc(OC)c(OC)c1)C(C)Cc1ccc(OC)cc1 (centres undefined)
- CHT allo act: i
- OX1R antagonist: -33
2: C[C@H](CCC(=O)O)[C@H]1CC[C@H]2[C@@H]3[C@H](O)C[C@@H]4C[C@H](O)CC[C@]4(C)[C@H]3CC[C@]12C
- CHT allo act: i
- OX1R antagonist: 2
3: CN(C)S(=O)(=O)n1cc(/C=C(\NC(=O)c2ccccc2)C(=O)NCCCn2ccnc2)c2ccccc21
- CHT allo act: i
- OX1R antagonist: -7
4: O=C(O)c1cc(=O)c2ccccc2o1
- CHT allo act: i
- OX1R antagonist: 9
5: COc1cc(C2Oc3cc(C4Oc5cc(O)cc(O)c5C(=O)C4O)ccc3OC2CO)ccc1O (centres undefined)
- CHT allo act: i
- OX1R antagonist: -2
6: Cc1scc2c1N(C(=O)CN1CCN(C)CC1)c1ccccc1NC2=O
- CHT allo act: i
- OX1R antagonist: 4
7: CCc1cccc(CC)c1NC(=O)CN(CC(=O)O)CC(=O)O
- CHT allo act: i
- OX1R antagonist: -3
8: CC(=O)Oc1ccc2c(C)cc(=O)oc2c1
- CHT allo act: i
- OX1R antagonist: -1
9: Nc1c2ccccc2nc2ccccc12
- CHT allo act: i
- OX1R antagonist: 1&-4
10: CC(C)NNC(=O)c1ccncc1
- CHT allo act: i
- OX1R antagonist: -1
11: COc1ccc(C(=O)c2ccccc2)c(O)c1
- CHT allo act: i
- OX1R antagonist: 6
12: CCCC1(c2ccccc2)NC(=O)N(CC(=O)N(C)Cc2c(F)cccc2Cl)C1=O (centres undefined)
- CHT allo act: i
- OX1R antagonist: -22

13: CCCCCCCCCCCCCCCC(O)C(N)CO (centres undefined)
- CHT allo act: i
- OX1R antagonist: 3

The whole of this part, previewed entries included:
1: CCN(CCCCOC(=O)c1ccc(OC)c(OC)c1)C(C)Cc1ccc(OC)cc1 (centres undefined)
- CHT allo act: i
- OX1R antagonist: -33
2: C[C@H](CCC(=O)O)[C@H]1CC[C@H]2[C@@H]3[C@H](O)C[C@@H]4C[C@H](O)CC[C@]4(C)[C@H]3CC[C@]12C
- CHT allo act: i
- OX1R antagonist: 2
3: CN(C)S(=O)(=O)n1cc(/C=C(\NC(=O)c2ccccc2)C(=O)NCCCn2ccnc2)c2ccccc21
- CHT allo act: i
- OX1R antagonist: -7
4: O=C(O)c1cc(=O)c2ccccc2o1
- CHT allo act: i
- OX1R antagonist: 9
5: COc1cc(C2Oc3cc(C4Oc5cc(O)cc(O)c5C(=O)C4O)ccc3OC2CO)ccc1O (centres undefined)
- CHT allo act: i
- OX1R antagonist: -2
6: Cc1scc2c1N(C(=O)CN1CCN(C)CC1)c1ccccc1NC2=O
- CHT allo act: i
- OX1R antagonist: 4
7: CCc1cccc(CC)c1NC(=O)CN(CC(=O)O)CC(=O)O
- CHT allo act: i
- OX1R antagonist: -3
8: CC(=O)Oc1ccc2c(C)cc(=O)oc2c1
- CHT allo act: i
- OX1R antagonist: -1
9: Nc1c2ccccc2nc2ccccc12
- CHT allo act: i
- OX1R antagonist: 1&-4
10: CC(C)NNC(=O)c1ccncc1
- CHT allo act: i
- OX1R antagonist: -1

11: COc1ccc(C(=O)c2ccccc2)c(O)c1
- CHT allo act: i
- OX1R antagonist: 6
12: CCCC1(c2ccccc2)NC(=O)N(CC(=O)N(C)Cc2c(F)cccc2Cl)C1=O (centres undefined)
- CHT allo act: i
- OX1R antagonist: -22
13: CCCCCCCCCCCCCCCC(O)C(N)CO (centres undefined)
- CHT allo act: i
- OX1R antagonist: 3
14: CCCC(=O)O[C@]1(C(=O)COC(C)=O)CC[C@H]2[C@@H]3C[C@H](F)C4=CC(=O)C=C[C@]4(C)[C@@]3(F)[C@@H](O)C[C@@]21C
- CHT allo act: i
- OX1R antagonist: -2
15: Cc1nc2c3ccccc3nc(NNC(=O)CCC(=O)N3CCN(c4ccccc4F)CC3)n2n1
- CHT allo act: i
- OX1R antagonist: -15
16: CCC(C(=O)Nc1ccccc1N1CCCC1)c1ccccc1 (centres undefined)
- CHT allo act: i
- OX1R antagonist: -29
17: Cn1ccc2cc3c(cc21)CCN3C(=O)Nc1cccnc1
- CHT allo act: i
- OX1R antagonist: -13
18: Cc1c(C)n(Cc2ccccc2)c2ccc(C(=O)OCCN(C)C)cc12
- CHT allo act: i
- OX1R antagonist: -21
19: O=C(c1ccccn1)N(Cc1cccs1)C1(C(=O)NC2CCCCC2)CCCCC1
- CHT allo act: i
- OX1R antagonist: -18
20: CC(Cc1cccc(C(F)(F)F)c1)NCCOC(=O)c1ccccc1 (centres undefined)
- CHT allo act: i
- OX1R antagonist: -23&-26

21: C/C(=N\NC(=S)NCc1ccccc1)C1CCCCC1
- CHT allo act: i
- OX1R antagonist: -14
22: CCCCN(CCCC)CCCOC(=O)c1ccc(N)cc1
- CHT allo act: i
- OX1R antagonist: -14
23: COc1ccc(-c2oc3c(CC=C(C)C)c(O[C@@H]4O[C@H](CO)[C@@H](O)[C@H](O)[C@H]4O)cc(O)c3c(=O)c2O[C@@H]2O[C@@H](C)[C@H](O)[C@@H](O)[C@H]2O)cc1
- CHT allo act: i
- OX1R antagonist: -4
24: C[C@@H]1C[C@H]2[C@@H]3CCC4=CC(=O)C=C[C@]4(C)[C@@]3(Cl)[C@@H](O)C[C@]2(C)[C@@]1(OC(=O)c1ccco1)C(=O)CCl
- CHT allo act: i
- OX1R antagonist: -6
25: COc1cc(N)c(Cl)cc1C(=O)N[C@H]1CCN(CCCOc2ccc(F)cc2)C[C@H]1OC
- CHT allo act: i
- OX1R antagonist: -8
26: CN(C)CC/C=C1/c2ccccc2COc2ccc(CC(=O)O)cc21
- CHT allo act: i
- OX1R antagonist: -12
27: O=C1c2c(O)ccc(O)c2C(=O)c2c(NCCNCCO)ccc(NCCNCCO)c21
- CHT allo act: i
- OX1R antagonist: -12
28: COC(=O)N/N=C/c1c[n+]([O-])c2ccccc2[n+]1[O-]
- CHT allo act: i
- OX1R antagonist: 14
29: C=C[C@H]1CN2CCC1C[C@H]2[C@H](O)c1ccnc2ccc(OC)cc12 (some centres undefined)
- CHT allo act: i
- OX1R antagonist: -27
30: CCCC(=O)O[C@]1(C(=O)CCl)[C@@H](C)C[C@H]2[C@@H]3CCC4=CC(=O)C=C[C@]4(C)[C@@]3(F)C(=O)C[C@@]21C
- CHT allo act: i
- OX1R antagonist: -55

31: Cc1cc(=O)oc2cc(O)ccc12
- CHT allo act: i
- OX1R antagonist: 7
32: CCCCOc1cc(C(=O)OCCN(CC)CC)ccc1N
- CHT allo act: i
- OX1R antagonist: -1&-13
33: O=C(O)Cc1cn(-c2ccccc2)nc1-c1ccc(Cl)cc1
- CHT allo act: i
- OX1R antagonist: -3
34: C=C[C@H]1CN2CC[C@H]1C[C@H]2[C@H](O)c1ccnc2ccc(OC)cc12
- CHT allo act: i
- OX1R antagonist: -14&-20
35: O=C(NC1CCN(CCc2c[nH]c3ccccc23)CC1)c1ccccc1
- CHT allo act: i
- OX1R antagonist: -33
36: CN[C@@H]1[C@H](O)[C@H](NC)[C@H]2O[C@@]3(O)C(=O)C[C@@H](C)O[C@H]3O[C@@H]2[C@H]1O
- CHT allo act: i
- OX1R antagonist: 7
37: CN(C)CCCSc1ccccc1NC(=O)/C=C/c1ccccc1
- CHT allo act: i
- OX1R antagonist: -27
38: CC(=O)OCC(=O)[C@@]1(O)CC[C@H]2[C@@H]3CCC4=CC(=O)C=C[C@]4(C)[C@@]3(F)[C@@H](O)C[C@@]21C
- CHT allo act: i
- OX1R antagonist: -21
39: O=C(Nc1cc(-c2ccccc2)nn1-c1ccccc1F)c1ccc([N+](=O)[O-])cc1
- CHT allo act: i
- OX1R antagonist: -21
40: CC[C@]12CCCN3CCc4c(n(c5ccccc45)[C@](O)(C(=O)OC)C1)[C@@H]32
- CHT allo act: i
- OX1R antagonist: -6
41: CCCOc1ccc(C(=O)OCCN(CC)CC)cc1N
- CHT allo act: i
- OX1R antagonist: -15
42: CN(C)C/C=C(\c1ccc(Br)cc1)c1cccnc1
- CHT allo act: i
- OX1R antagonist: -16

Source: PubChem (several laboratories)
